SR-BI uptake up: SR-BI HDL lipid transfer activation; activation, % at 12.5 µM; actives 0.096% (n = 320,000); CHO ldlA[mSR-BI] cells, DiI-HDL uptake fluorescence, 3 h; 100 = double the neutral-control signal;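 active = mean replicate activation of at least 60% and every replicate at or above 60%; inconclusive = mean or all-replicate condition met, but not both; inactive = mean below 60% and not all replicates reaching 60%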;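 also: 0% = median plate neutral-control signal and 100% = twice that signal; values of inactives mirror those of a sister screen read the other way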
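Material – SR-BI-overexpressing, LDLR-lacking CHO cells · Medium – BSA-supplemented, HEPES-buffered Ham's F12, pH 7.4 · Doses – single concentration · Times – compound with DiI-HDL co-incubation, 3 h at 37 °C · Measured by – bottom-read fluorescence, 550/595 nm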
PvdQ inh: P. aeruginosa PvdQ acylase inhibition. purified PvdQ acylase, fluorescence plate reader. inhibition, % at 10 µM. actives 0.063% (n = 340,000); in the data active = inhibition above about 30%, passing the limit was not always enough; inconclusive = no clear call, values can overlap the other calls;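 also: 0% = vehicle neutral wells and 100% = reference inhibitor wells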
dFosB activator: activators of mouse delta FosB homodimer; P13346; actives 0.99% (n = 340,000); activation, % at 25 µM; AID 493131; purified delta FosB, TAMRA-CDK5 oligo fluorescence polarization; percent of positive-control signal above neutral wells;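 active = mean activation above about 17%, with every replicate also reaching it, limit read from the data, passing the limit was not always enough; inconclusive = only one of the two conditions met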;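 also: fluorescence polarization rise as delta FosB binds a TAMRA Cdk5 AP-1 oligo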
SR-BI DiI inh: blocks mouse SR-BI lipid uptake from DiI-HDL. Q61009. ldlA[mSR-BI] CHO cells, DiI-HDL uptake fluorescence, 3 h. inhibition, % at 12.5 µM. actives 0.96% (n = 320,000). AID 488896;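 active = mean replicate inhibition of at least 70% and a set share of replicates each scoring 70 or more; inconclusive = meets just one of the two criteria; inactive = fails both criteria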;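 also: 0% = median of neutral control wells and 100% = median of positive control wells; values of inactives mirror those of a sister screen read the other way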
CDK5 inh: inhibitors of human CDK5/p35 kinase. Recombinant CDK5/p35, ADP-Glo luminescence, 60 min. Q00535+Q15078. actives 0.01% (n = 330,000). AID 488839. inhibition, % at 10 µM;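 active = highest replicate inhibition of at least 50% and at least 75% of replicates reaching 50%; inconclusive = only one of the two criteria met; inactive = both criteria failed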;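 also: plate controls were DMSO neutral control for no effect and GW8510 at 10 µM for full effect; many of its hits are not listed in these tables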
Target sequence (Q00535 whole entry, looked up): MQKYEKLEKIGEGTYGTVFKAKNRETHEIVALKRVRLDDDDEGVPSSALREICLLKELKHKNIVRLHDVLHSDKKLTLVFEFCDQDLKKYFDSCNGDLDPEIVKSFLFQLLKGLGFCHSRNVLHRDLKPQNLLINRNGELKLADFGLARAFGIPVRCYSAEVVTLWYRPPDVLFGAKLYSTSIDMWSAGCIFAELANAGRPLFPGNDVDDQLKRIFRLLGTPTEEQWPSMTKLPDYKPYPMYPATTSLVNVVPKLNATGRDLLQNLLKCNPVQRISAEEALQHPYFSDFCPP
Target sequence (Q15078 whole entry, looked up): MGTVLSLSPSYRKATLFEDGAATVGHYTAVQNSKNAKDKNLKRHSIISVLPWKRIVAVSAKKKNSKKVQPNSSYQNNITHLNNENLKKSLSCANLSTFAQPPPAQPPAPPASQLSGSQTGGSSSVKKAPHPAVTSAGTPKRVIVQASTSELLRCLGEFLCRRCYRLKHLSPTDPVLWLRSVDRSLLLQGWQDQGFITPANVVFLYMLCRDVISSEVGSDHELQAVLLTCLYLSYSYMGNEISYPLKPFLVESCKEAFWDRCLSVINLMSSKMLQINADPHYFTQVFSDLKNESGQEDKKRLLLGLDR
Wnt act: activates Wnt/beta-catenin signaling in a reporter cell assay; activator, plate reader; activation, % at 9.35 µM; actives 1.2% (n = 300,000); in the data active = activation above about 30%, passing the limit was not always enough; inconclusive = no clear call, values can overlap the other calls;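 also: 0% = neutral control wells and 100% = positive control wells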
HTR5A ag: counter-screen for OPRM1-OPRD1 agonists: human HTR5A agonism; actives 0.61% (n = 340,000); activation, % at 9.3 µM; P47898; HTR5A agonist assay, luminescence, cell-based; in the data active = activation mostly above about 9.5%, no sharp cut-off; inactive = mostly below about 7.6%;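 also: 0% = cells with vehicle only and 100% = reference agonist; strong numbers were not always called active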
MITF act: increases MITF-driven TRPM1 promoter luciferase signal. SK-MEL-5 TRPM1-promoter luciferase, 24 h; % of positive control, neutral wells = 0. activation, % at 12.5 µM. actives 0.75% (n = 300,000). AID 588334;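 active = mean activation of at least 80% with every replicate also reaching 80%; inconclusive = mean reaches 80% but some replicate falls short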;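 also: 0% = neutral control wells and 100% = parthenolide positive control wells; values of inactives mirror those of a sister screen read the other way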
RTF Ca sens act: cardiac RTF calcium sensitization | activation, % at 7.2 µM | P19429+P45379 | IANBD-labeled TnC RTF fluorescence at EC20 calcium; 0% EC20 calcium, 100% full calcium | actives 0.24% (n = 340,000);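 active = activation above the mean over all tested compounds plus 3 SD, cut at about 30% in these data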;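 also: rise in fluorescence read as greater calcium sensitivity of cardiac thin filaments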
Rtt109 Vps75: C. albicans Rtt109 histone acetyltransferase inhibition. purified Rtt109/Vps75, ThioGlo CoA-SH fluorescence, 4 h. actives 0.16% (n = 330,000). Q5AAJ8. inhibition, % at 34.9 µM;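 active = inhibition of at least 50% in every replicate; inconclusive = best replicate reaches 50% inhibition but some replicates fall short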
Target sequence (Q5AAJ8 whole entry, looked up): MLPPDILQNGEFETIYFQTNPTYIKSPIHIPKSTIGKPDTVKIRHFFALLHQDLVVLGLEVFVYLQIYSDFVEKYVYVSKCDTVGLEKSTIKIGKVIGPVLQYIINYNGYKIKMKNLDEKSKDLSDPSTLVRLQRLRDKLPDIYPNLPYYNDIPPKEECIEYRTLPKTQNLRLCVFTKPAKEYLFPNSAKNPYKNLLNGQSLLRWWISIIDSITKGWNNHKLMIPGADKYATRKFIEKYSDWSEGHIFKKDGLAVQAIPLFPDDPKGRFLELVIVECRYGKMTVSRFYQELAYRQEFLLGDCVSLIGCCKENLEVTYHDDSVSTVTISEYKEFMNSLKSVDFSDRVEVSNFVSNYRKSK
Starred values were filed as active, the others as inactive; ? = inconclusive; / = not tested or not shown.

SMILES | SR-BI uptake up | PvdQ inh | dFosB activator | SR-BI DiI inh | CDK5 inh | Wnt act | HTR5A ag | MITF act | RTF Ca sens act | Rtt109 Vps75
CCOc1ccc(/C=C2\SC(=S)N(CCC(=O)N(CCO)c3ccccc3)C2=O)cc1 | -21 | -1 | -24 | 21 | -0.2 | 1 | 7 | -34 | 2 | 4
Cn1c(COc2ccc(C(=O)O)cc2)nc2ccccc21 | 30 | 3 | 1 | -30 | 1.3 | -2 | -1 | -16 | -4 | 6
Cn1cc(CN2CCC(CO)CC2)c(-c2ccc(Oc3ccccc3)cc2)n1 | ? | -9 | -8 | -94 | -4.8 | -7 | -3 | 8 | 2 | -1
CCOc1ccccc1N(CC(=O)N/N=C(\C)c1cccc(Br)c1)S(C)(=O)=O | 13 | -12 | -4 | -13 | -0.3 | 0 | -3 | -5 | -1 | 9
CCSc1nnc(NC(=O)C(C)(C)C)s1 | 21 | -15 | 1 | -21 | -1.9 | 20 | -3 | 50 | -1 | 5
O=C(O)c1ccc(NC(CSCc2cccc(F)c2)C(=O)O)c([N+](=O)[O-])c1 (stereo unspecified) | 15 | -11 | 6 | -15 | -1.8 | -2 | -2 | 9 | 9 | -1
O=S(=O)(Nc1ccccc1N1CCOCC1)c1c(F)cc(F)cc1Br | -9 | 5 | -2 | 9 | 0.2 | 1 | -7 | 9 | 1 | 5
COc1cccc(C(=O)NCC(=O)N2CCC(C)CC2)c1 | 21 | -15 | 4 | -21 | 1.7 | / | 3 | 33 | 1 | -3
Cn1cnc2c(cnn2C)c1=N | 10 | -1 | 4 | -10 | -1.5 | 2 | 0 | 10 | 1 | 2
O=C(NC1CCCCC1)c1cccnc1Sc1ccccc1 | / | -8 | -5 | / | 0.9 | -3 | -7 | 3 | -6 | 8
CCN(CC)C(=O)CSc1nnc(-c2ccc(S(=O)(=O)NCc3ccccc3Cl)cc2)o1 | -51 | 8 | -10 | 51 | -1.2 | / | 4 | 3 | 1 | 12
Cc1ccc(-n2c(C)cc(C)c(C#N)c2=O)cc1Cl | 8 | -2 | 1 | -8 | -0.7 | -2 | -1 | -2 | -3 | -6
CC(=O)Nc1cccc2c1Cc1cc([N+](=O)[O-])ccc1-2 | / | -14 | -7 | / | 1.8 | 6 | -2 | 4 | 1 | -4
CN1CCOCCOCCN(C)C1=O | -18 | 0 | 2 | 18 | 1.1 | -8 | 2 | 13 | -4 | 0
CCN1C(=O)CC(C(=O)Nc2ccc(F)cc2)SC1=Nc1cccc(OC)c1 (stereo unspecified) | -33 | 10 | -9 | 33 | -0.9 | / | -3 | 8 | 6 | 8
Cc1ccc(SCC(=O)NNC(=O)c2ccccc2)cc1C | / | -7 | 0 | / | -0.2 | 1 | 5 | -5 | -1 | -6
COCCNc1nnc(SCC(=O)NNC(=O)c2ccccc2)s1 | 12 | -7 | -4 | -12 | 1.2 | -1 | 7 | 13 | 6 | 2
Cn1c(C(=O)N2CCc3ccccc3C2)cc2c(=O)n3ccccc3nc21 | -25 | 4 | 1 | 25 | -1.0 | 21 | -1 | / | 4 | /
COc1ccc(CCNC(=O)c2cc(-c3cc(Cl)ccc3O)n[nH]2)cc1OC | -38 | -8 | -5 | 38 | -0.7 | -5 | 0 | 5 | 0 | 1
Cc1c2c(nc3ccccc13)CCC(C(C)(C)C)C2 (stereo unspecified) | -2 | -16 | -10 | 2 | 0.9 | 5 | -2 | 38 | 5 | 18
Cc1ccc(C(=O)OCC(=O)NC(=O)c2ccccc2)o1 | 7 | 0 | 5 | -7 | 0.7 | -2 | -2 | -9 | -3 | -8
CC1CN(C(=O)COC(=O)c2ccc(NC(=O)CC#N)cc2)CC(C)O1 (stereo unspecified) | -9 | 6 | 4 | 9 | 0.5 | 0 | 0 | -9 | 4 | 8
CCOc1cc(C)c(S(=O)(=O)Nc2ccc3cn[nH]c3c2)cc1C | 27 | -13 | -14 | -27 | -1.7 | / | 1 | -41 | 2 | 13
C/C(=N\NC(=O)C1CCCC1)c1ccc(C(C)C)cc1 | 5 | -11 | -6 | -5 | -0.5 | 2 | 1 | 42 | -2 | 0
Cc1nn(-c2ccccc2[N+](=O)[O-])c(=O)c2ccccc12 | -25 | -3 | 0 | 25 | 0.0 | -1 | 1 | -11 | 0 | -4
COC(=O)c1ccc(NC(=O)CSc2ccccn2)cc1 | 21 | 5 | -10 | -21 | 0.7 | 8 | 5 | / | -3 | 15
COc1cccc(OC(=O)N2CCOCC2)c1 | 8 | -3 | -5 | -8 | -2.5 | -1 | -3 | 10 | -7 | -1
CC(=O)c1cc(C(=O)c2ccccc2)sc1Nc1ccccc1 | -52 | -6 | -8 | 52 | 0.2 | 17 | -3 | 66 | 3 | -3
COc1ccccc1C(=O)Nc1ccc(C)cc1C(=O)c1ccccc1 | -9 | -14 | -2 | 9 | -3.2 | 0 | 0 | 11 | 9 | 1
COc1ccc(S(=O)(=O)Nc2cccc(/C=C/C(=O)O)c2)cc1 | 15 | -2 | -4 | -15 | -3.9 | / | 1 | 3 | -2 | 0
COc1cccc(OCC(O)CN2C(C)CCCC2C)c1 (stereo unspecified) | -9 | 9 | -8 | 9 | -0.6 | / | 3 | -5 | -4 | -4
C/C(=N\Nc1ccc(C)c(Cl)c1)c1cccnc1 | 6 | -10 | -15 | -6 | -0.7 | 18 | -2 | 60 | 4 | -3
Fc1ccc(CNC(=S)Nc2cccc(C(F)(F)F)c2)cc1 | 0 | 10 | -11 | 0 | 1.7 | -1 | 6 | 1 | 1 | 16
COCCn1c(SCC(=O)Nc2cccc(F)c2)nc2c([nH]c3ccccc32)c1=O | -12 | -10 | -11 | 12 | -2.1 | -1 | -2 | -18 | -3 | -3
CC(C)[C@@H](N)C(=O)N/N=C/c1ccc2ncccc2c1 | -3 | -9 | -8 | 3 | -2.4 | 16 | -2 | / | 4 | 6
COc1ccc(CNC(=S)NCc2ccc(F)cc2)cc1OC | 3 | -8 | -11 | -3 | 0.6 | 7 | 2 | 6 | -3 | 1
CC(C)Oc1ccccc1C1(c2ccccc2)NC(=O)NC1=O (stereo unspecified) | -12 | -9 | -2 | 12 | -1.2 | 0 | 1 | / | 3 | -3
CCOC(=O)N1CCC(N2CCN(S(=O)(=O)CC)CC2)CC1 | 7 | -7 | 1 | -7 | -0.7 | / | -4 | -4 | -1 | 9
Cc1ccc(CNc2cnccn2)cc1 | 5 | -4 | 0 | -5 | -0.7 | / | -1 | 22 | 2 | -1
COc1ccccc1C(=O)C1CCCN(Cc2ccc(Oc3ncccn3)cc2)C1 (stereo unspecified) | -1 | 6 | -2 | 1 | -1.3 | -3 | -4 | -7 | 6 | 3
CN(C)/C=C(\C#N)C(=O)Nc1ccc(O)cc1F | 8 | -13 | 2 | -8 | 0.5 | 0 | -2 | -1 | 1 | 3
CCc1ccc2c(COC(=O)CNS(=O)(=O)c3ccc(NC(C)=O)cc3)cc(=O)oc2c1 | -4 | -18 | ? | 4 | -1.5 | -2 | -2 | -6 | 17 | 11
COc1ccc([C@@H]2[C@@H]3C(=O)N(C(C)(C)C)C(=O)[C@@H]3[C@]3(C)C(=O)N(c4cccc(Br)c4)C(=O)N23)cc1 | 3 | 16 | 4 | -3 | -3.1 | / | 1 | 4 | -6 | 15
O=C(Nc1ccccc1C(F)(F)F)N1CCN(c2ccc3nnc(-c4ccc(F)cc4)n3n2)CC1 | -8 | -5 | -20 | 8 | 1.2 | -4 | 4 | -3 | 2 | 1
CCOc1ccccc1C(=O)NCC(=O)OCC(=O)N1C(C)CCCC1C (stereo unspecified) | -27 | -11 | -4 | 27 | 0.4 | -1 | -2 | -3 | 3 | -10
Cc1nnc(SCc2c(Cl)cccc2[N+](=O)[O-])s1 | 15 | 11 | -14 | -15 | -1.2 | -1 | 5 | 1 | -5 | /
COc1ccc(NC(=O)CSC2CC(=O)N(c3ccc4c(c3)OCCO4)C2=O)cc1 (stereo unspecified) | 19 | -9 | 1 | -19 | -1.5 | -3 | 7 | / | 5 | ?
O=C(NCc1cccc(Cl)c1)C1CCC(=O)N(CC2CCCCC2)C1 (stereo unspecified) | -49 | 13 | -4 | 49 | 0.4 | 7 | 2 | 2 | -1 | 9
Cn1nnnc1SC1CC(=O)N(c2ccccc2)C1=O (stereo unspecified) | 28 | -15 | 4 | -28 | 0.1 | 0 | 1 | 5 | 4 | -3
CCc1cccc(C)c1NC(=S)N(Cc1cccnc1)Cc1ccco1 | 33 | -4 | 0 | -33 | 0.2 | / | 5 | 9 | -5 | 4
O=C(CN1CCCC1)OCCCc1ccccc1 | -6 | -5 | 4 | 6 | 0.7 | 0 | 0 | 0 | 2 | -10
O=C(COC(=O)c1n[nH]c2ccccc12)Nc1ccccc1F | 18 | -9 | 3 | -18 | -0.8 | 19 | -2 | 10 | 1 | 10
CCC(C)NC(=O)C1(C)CCC(=O)N1Cc1ccccc1OC (stereo unspecified) | 8 | -14 | -2 | -8 | -1.1 | / | 3 | / | -3 | /
O=c1cc(CN2CCN(Cc3ccccc3)CC2)c2cc(O)ccc2o1 | -7 | 12 | 2 | 7 | 0.1 | 1 | 2 | -5 | 4 | -4
Cc1ccc(SCC(=O)NC2CC2)cc1 | 13 | -7 | -5 | -13 | 2.7 | 2 | 1 | 7 | -2 | 1

Entries listed so far that contain four or more nitrogen atoms:
SMILES | SR-BI uptake up | PvdQ inh | dFosB activator | SR-BI DiI inh | CDK5 inh | Wnt act | HTR5A ag | MITF act | RTF Ca sens act | Rtt109 Vps75
Cn1cnc2c(cnn2C)c1=N | 10 | -1 | 4 | -10 | -1.5 | 2 | 0 | 10 | 1 | 2
CCN(CC)C(=O)CSc1nnc(-c2ccc(S(=O)(=O)NCc3ccccc3Cl)cc2)o1 | -51 | 8 | -10 | 51 | -1.2 | / | 4 | 3 | 1 | 12
COCCNc1nnc(SCC(=O)NNC(=O)c2ccccc2)s1 | 12 | -7 | -4 | -12 | 1.2 | -1 | 7 | 13 | 6 | 2
Cn1c(C(=O)N2CCc3ccccc3C2)cc2c(=O)n3ccccc3nc21 | -25 | 4 | 1 | 25 | -1.0 | 21 | -1 | / | 4 | /
COCCn1c(SCC(=O)Nc2cccc(F)c2)nc2c([nH]c3ccccc32)c1=O | -12 | -10 | -11 | 12 | -2.1 | -1 | -2 | -18 | -3 | -3
CC(C)[C@@H](N)C(=O)N/N=C/c1ccc2ncccc2c1 | -3 | -9 | -8 | 3 | -2.4 | 16 | -2 | / | 4 | 6
O=C(Nc1ccccc1C(F)(F)F)N1CCN(c2ccc3nnc(-c4ccc(F)cc4)n3n2)CC1 | -8 | -5 | -20 | 8 | 1.2 | -4 | 4 | -3 | 2 | 1
Cn1nnnc1SC1CC(=O)N(c2ccccc2)C1=O (stereo unspecified) | 28 | -15 | 4 | -28 | 0.1 | 0 | 1 | 5 | 4 | -3

Compound activity (PubChem BioAssay)
